# From PubChem
# CF NFkB inh = inhibitors of cystic fibrosis induced NF-kB; KKLEB NF-kB-GFP reporter, PAF-induced, GFP fluorescence overnight; hit rate 0.86% among 360,000; inhibition, % at 5 µM;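 active means at least 50% inhibition at 5 µM, scaled per plate between neutral and stimulator controls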;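 further: PAF is a Pseudomonas aeruginosa culture filtrate used as stimulus; plate controls were PAF-stimulated DMSO wells for no effect and unstimulated DMSO wells for full effect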
# TWEAK-Fn14 inh = TWEAK-Fn14 signaling inhibition; TWEAK-stimulated Fn14 reporter cells, luciferase luminescence, 8 h; inhibition, % at 10 µM; hit rate 2% among 360,000; in the data active means inhibition above about 50%
# Shn3 inh set2 = Schnurri-3 reporter inhibition in Clone20 osteoblasts | Clone20 osteoblast Shn3 3'UTR firefly luciferase, 24 h | inhibition, % at 12.5 µM | hit rate 0.52% among 360,000;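 active means mean inhibition of at least 75% with every replicate also reaching 75%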;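 further: 0% = median of neutral control wells and 100% = pilot-screen positive control compound; some compounds past the cut are filed as inactive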
# HIF-2a inh = inhibitors of HIF-2a | hit rate 0.72% among 360,000 | 786-0 RCC cells HIF-2a reporter, luciferase luminescence, overnight | AID 624352 | inhibition, % at 18.8 µM;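 active means inhibition of the luminescence signal of 40% or more relative to plate controls, in a single-dose primary screen at 18.75 µM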
# KKLEB cytotox = reduces viability of KKLEB cystic fibrosis airway cells; KKLEB CF airway cells viability, ATPlite luminescence, overnight; active compounds read low; cells stimulated with P. aeruginosa culture filtrate; activity change (cytotoxicity), % at 5 µM; hit rate 0.36% among 360,000;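 active means corrected activity change at or below -50% at 5 µM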
# NR2E3 ag-1 = activates human NR2E3 receptor; Q9Y5X4; CHO-S Gal4-NCOR/VP16-NR2E3 two-hybrid, luciferase; inhibition of corepressor binding, % at 3.98 µM; hit rate 0.35% among 360,000; AID 602229;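 active means inhibition above the mean of all tested compounds plus 3 SD, cut at about 70% in these data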;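 further: 0% = DMSO with NR2E3 transfected cells and 100% = cells lacking NR2E3 construct; higher means lower luciferase signal from less NR2E3 corepressor binding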
# Target sequence (Q9Y5X4 whole entry, looked up, the tested form may be a part): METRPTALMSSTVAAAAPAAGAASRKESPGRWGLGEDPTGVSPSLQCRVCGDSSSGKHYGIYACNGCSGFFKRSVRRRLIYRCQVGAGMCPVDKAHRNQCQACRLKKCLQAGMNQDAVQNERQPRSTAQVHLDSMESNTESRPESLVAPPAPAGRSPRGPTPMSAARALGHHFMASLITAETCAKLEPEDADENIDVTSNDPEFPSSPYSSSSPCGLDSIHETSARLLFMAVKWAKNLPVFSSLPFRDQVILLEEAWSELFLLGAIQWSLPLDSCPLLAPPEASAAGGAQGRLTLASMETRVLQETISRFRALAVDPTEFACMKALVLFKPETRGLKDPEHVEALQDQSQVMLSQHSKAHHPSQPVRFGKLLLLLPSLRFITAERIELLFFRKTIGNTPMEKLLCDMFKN
# TRPM1 prom inh = reduces MITF-dependent TRPM1 promoter luciferase signal | SK-MEL-5 TRPM1 promoter luciferase, 24 h | inhibition, % at 12.5 µM | AID 488899 | hit rate 0.83% among 330,000;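 active means mean inhibition across replicates of 60% or more, whatever share of single replicates reaches that level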; further: values of inactives mirror those of a sister screen read the other way
# Peg3 promoter = Peg3 promoter activity inhibition. HeLa PEG-Prom luciferase reporter, luminescence, overnight. inhibition, % at 20 µM. hit rate 1.7% among 360,000. AID 588405;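 active means inhibition of at least 50% at 20 µM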
# NR2E3 ag-2 = agonists of human nuclear receptor NR2E3 | Q9Y5X4 | GST-NR2E3/biotin-RetCOR TR-FRET, 1536-well | inhibition of corepressor binding, % at 4.78 µM | hit rate 0.12% among 320,000 | AID 2300;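 active means percent inhibition above the cutoff of mean plus 3 SD of all tested compounds, set per screening campaign, cut at about 20% in these data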;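 further: 0% = DMSO wells and 100% = biotin wells as full block of FRET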
#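 System: GST-tagged NR2E3 plus biotinylated RetCOR corepressor; Amount: 1.35 nM GST-tagged NR2E3 final; Dosing: single nominal compound dose of 4.8 µM; Schedule: 5 h incubation at 4 °C; Technique: TR-FRET with europium anti-GST and streptavidin-D2, 340 nm excitation; Controls: biotin wells as high control, 0.6% DMSO wells as low control.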
# aDG glyco up = increases alpha dystroglycan glycosylation. activation, % at 10 µM. Pro5-aDG cells, alpha-DG glycosylation AlphaScreen (IIH6); 0% Pro5, 100% B10-LARGE cell signal. hit rate 0.22% among 360,000. AID 624168;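 active means activation of at least 8% versus controls, or a plate z-score of at least 8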;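 further: Pro5 are CHO cells carrying HIG-tagged alpha-DG that lacks glycosylation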
# hiPSC survival = hiPSC single-cell survival enhancement; survival enhancement, % at 20 µM; hit rate 0.044% among 360,000; AID 602274; ATPlite luminescence; 100% = ROCK inhibitor wells, 0% = DMSO; in the data active means survival enhancement above about 18%;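 further: cells exposed to compounds for 16 hours before the ATP read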
# * = called active by the depositor; x = not tested or not shown. No enrichment for hits (roughly 4.4% active in at least one column).
mol	CF NFkB inh	TWEAK-Fn14 inh	Shn3 inh set2	HIF-2a inh	KKLEB cytotox	NR2E3 ag-1	TRPM1 prom inh	Peg3 promoter	NR2E3 ag-2	aDG glyco up	hiPSC survival
CCOP(=O)(OCC)C(Nc1ccccc1)c1ccc2c(c1)OCO2 (centres undefined)	12	-34	11	5	9	17	-2	-39	-2	-0.1	-0.4
O=C(CN(Cc1ccccc1Cl)S(=O)(=O)c1ccc(Cl)cc1)N/N=C/c1ccc(C(=O)O)cc1	25	-7	11	8	-16	6	-7	-7	x	-0.2	-0.3
Cc1ccc(-n2ncc3c(SCc4ccccn4)ncnc32)c(C)c1	11	-35	34	-242	-4	-55	-54	-119	2	0.9	0.0
C=CCCC(=O)Nc1nc(C)c(-c2csc(Nc3cccc(OC)c3)n2)s1	36	1	18	7	-15	3	5	-13	-4	0.7	-1.1
CC(C)(C)C(=O)Nc1ccc(C(=O)COC(=O)C2=COCCO2)cc1	-4	-4	-28	-8	2	-15	-3	-26	x	0.6	-0.5
COC(=O)C1CCN(C(=O)C2CCC(=O)N(CCCc3ccccc3)C2)CC1 (centres undefined)	7	-1	-5	0	5	-6	7	7	0	-0.2	-0.5
CC(=NNc1ccc2ccccc2n1)c1ccccc1O	-35	100*	18	43*	-37	-35	x	37	x	4.0	-1.4
Cc1cc(Cl)c(S(=O)(=O)Nc2ccc3c(c2)OCO3)cc1OCC(=O)NC1CCCCC1	4	-21	-3	30	4	-8	7	27	0	-0.2	-0.1
CCCCC(=O)NC(=S)Nc1cc(C(=O)O)ccc1OC	-7	2	-20	18	6	-8	0	1	3	0.0	-0.1
CCC(CC)c1nnc(NC(=O)/C=C/c2ccco2)s1	-7	-19	-25	-93	-7	-15	-18	-69	0	-0.2	1.5
CC1(C)CC(=O)C=C(NNC(=O)OC(C)(C)C)C1	-2	14	-11	15	6	-7	-1	7	-4	-0.3	0.4
CCc1nc2c(OCc3c(C)noc3C)cccn2c1N(C)C(=O)C(C)C	-5	-2	-5	6	1	-6	x	16	x	0.3	-0.6
COC(=O)COc1ccc2c(c1C)O/C(=C\c1ccco1)C2=O	2	-8	-6	16	-9	-11	10	-18	0	0.0	-0.6
c1cn(-c2ccc(-c3ccnc4ncnn34)cc2)cn1	-13	2	19	7	-8	5	-3	-5	0	-0.2	1.0
COc1cccc(-c2cc3nc(-c4ccccc4)cc(N4CCN(C(=O)c5ccoc5)CC4)n3n2)c1	20	22	60	-12	-16	-23	x	72*	x	0.1	-1.6
COc1ccc(CCN(C)C(=O)c2cc(-c3ccc(C)cc3)nc3ccccc23)cc1OC	5	-26	1	-26	-17	-25	-3	-8	3	-0.3	-0.3
O=C1Nc2ccccc2C(O)(C(=O)NC2CC2)N1c1ccc(Cl)c(Cl)c1 (centres undefined)	7	-1	10	10	6	2	-4	0	-1	0.2	-1.5
CCCCc1nnc(NC(=O)CCN2C(=O)C3CC=CCC3C2=O)s1 (centres undefined)	15	7	-3	10	-6	-1	-4	-6	1	-0.1	1.0
COc1cccc(NC(=O)CSc2ccc3nnc(-c4cccnc4)n3n2)c1	-2	16	18	3	-3	-37	-10	-5	3	0.2	-0.3
COc1ccc(-c2nc3n(c2C)CCC3)cc1	-9	-31	-67	-186	12	-24	-48	-159	2	0.6	-0.7
N#CC(C(=O)NC1CCCCC1)c1nc2ccccc2nc1N1CCN(c2ccccc2F)CC1 (centres undefined)	10	-23	-10	-12	-8	-7	-12	9	3	0.0	0.5
O=C(NNC(=O)C1CC1c1ccccc1)Nc1cccc(Cl)c1 (centres undefined)	4	22	-14	19	-11	-13	-17	8	3	-0.2	0.7
NC(=O)c1ccsc1NC(=O)c1cccs1	-38	-5	-4	-220	2	-46	-27	-210	4	0.2	-0.6
CCOC(=O)c1cnn(-c2sc(C(=O)OCC)c(C)c2C(=O)OCC)c1N	-4	-1	-17	-87	13	10	-15	-7	8	-0.3	-0.4
Cc1nc2cc(-c3sccc3-n3cccc3)nn2c(C)c1C	-58	-24	0	-88	-5	-28	-11	-85	0	0.2	3.4
CC(NC(=O)C1(c2cccs2)CCOCC1)c1ccccc1 (centres undefined)	-2	-2	-4	6	8	5	0	2	0	0.1	1.0
CCOC(=O)N1CCN(C(=O)CNC(=O)c2ccc(Cl)cc2Cl)CC1	-3	13	-1	6	16	-10	-3	5	6	-0.1	3.4
O=C(COc1ccccc1)Nc1ccccc1NS(=O)(=O)c1cccs1	8	3	14	4	12	-13	10	14	1	0.2	-0.4
CC(C)Sc1nc(SCC(=O)O)c2c3c(sc2n1)COC(C)(C)C3	8	-15	-14	-64	-1	-53	-18	-31	4	0.1	-0.5
CC(C)C(C(=O)NCc1ccccc1)N(CC1CCCO1)C(=O)CNS(=O)(=O)c1ccccc1 (centres undefined)	16	-17	0	7	6	1	1	4	-1	0.0	0.0
O=C(CSc1nnc(-c2ccco2)n1-c1ccccc1)Nc1c(Cl)cc(Cl)cc1C(=O)O	-14	3	0	-1	6	-19	-4	2	x	-0.1	-1.8
COC(=O)c1sc(N)c(C(=O)OC)c1COC(=O)CNS(=O)(=O)c1ccc(C)cc1	-24	-28	-34	6	4	-10	1	-3	6	-0.3	2.5
CCOC(=O)N1CCC(Nc2ncnc3c2cnn3-c2ccccc2)CC1	7	22	-22	-104	-10	-15	0	-10	-2	0.4	-1.2
CC(=O)Nc1ccc(-c2ccnc3c2CC(C(=O)NCc2cccc(Cl)c2)O3)cc1 (centres undefined)	22	-1	3	4	-29	-12	x	-5	x	-0.2	-1.9
COc1cc(OC)cc(C(=O)N[C@H](C(=O)OCC(=O)c2ccc3c(c2)NC(=O)CO3)C(C)C)c1	-7	-8	2	18	-8	-16	11	1	2	-0.1	3.6
Cc1ccc(/C=C/c2onc(C)c2S(=O)(=O)N2CCC(C(=O)NC(C)(C)C)CC2)cc1	4	10	-10	-20	-13	-3	x	12	4	0.0	-0.6
COc1ccc(N2CCN(C(=O)c3cc(-c4cc(OC)ccc4OC)nc4ccccc34)CC2)cc1	-79	7	23	17	13	2	11	43	-3	-0.7	-0.2
O=C(COC(=O)COc1ccccc1)NCc1ccco1	-4	16	-1	5	-4	-7	-4	-9	3	0.0	-0.4
CC1=C(C(=O)c2ccccc2)C(c2cccc([N+](=O)[O-])c2)NC(=S)N1 (centres undefined)	13	2	-11	16	-6	26	12	18	3	0.3	0.5
C[C@H](CO)N1C[C@H](C)[C@@H](CN(C)C(=O)Nc2ccc(C(F)(F)F)cc2)Oc2ccc(NC(=O)Nc3ccc4c(c3)OCO4)cc2C1=O	2	24	8	0	2	-36	2	10	x	-0.3	-1.4
CC(C)(C)c1ccc(N2C(=O)CSC2c2cccnc2)cc1 (centres undefined)	14	4	1	12	-1	-28	6	20	4	0.0	-0.1
CCOc1ccc(-n2c(=O)c3ccccc3c3ccccc3c2=O)cc1	23	-10	-4	30	-11	2	9	22	1	0.0	-0.5
CCOc1ccc(NC(=O)c2ccncc2)cc1	6	9	-15	-33	-1	-4	-6	-50	3	0.2	1.1
COC(=O)CN1C(=O)N/C(=C/c2cc3c(cc2OC)OCO3)C1=O	6	-5	22	12	3	32	17	12	-4	-0.4	0.1
O=C(NC(=S)Nn1cnc2c(cnn2-c2ccccc2)c1=O)c1ccc(Oc2ccccc2)cc1	6	12	-27	6	8	2	10	15	0	-0.1	-1.2
CCn1c(CN2CCOCC2)nnc1SCC(=O)Nc1ccccc1C	-8	5	-12	10	-8	4	-5	6	-1	0.3	-0.3
CCCCC(=O)N(CCOC)c1nnc(-c2cccnc2)s1	-5	-6	-21	12	2	-7	-14	0	-1	-0.4	0.0
C=CCOc1c2ccc(C(=O)NCc3ccccc3OC)cc2nn1C	-1	-25	6	8	-21	-17	-5	0	-3	-0.3	-2.5
COc1ccc(CNC(=O)COC(=O)/C=C/c2cccc(Br)c2)cc1	5	32	5	12	-11	-2	7	0	-3	-0.2	0.9
